KOR beta-arrestin-1 = KOR agonists, beta-arrestin recruitment, primary screen, cell-based, luminescence, uHTS (AID 1777); KOR beta-arrestin recruitment, luminescence; higher % means a stronger effect; 280,000 tested, 0.02% active; activation, % at 10 µM, or EC50 in µM where a hit was titrated; in the data active = activation above about 50%, passing the limit was not always enough; note: a part of the inactive calls stands beside numbers as strong as those of hits
NOD1 NF-kB reporter = NOD1 signaling inhibitors, primary screen, cell-based, luminescence, uHTS (AID 1578) | inhibition, % at 4 µM, or EC50 in µM where a hit was titrated | NOD1-driven NF-kB luciferase reporter cells, luminescence; higher % means a stronger effect | 290,000 tested, 1% active; in the data active = inhibition mostly above about 36%, no sharp cut-off; inactive = mostly below about 34%;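 note: HEK-293T reporter cells stimulated with the NOD1 agonist gamma-tri-DAP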
AID2073 = inhibitors of Mint1-CaV2.2 protein interaction, biochemical, HTRF (AID 2073). inhibition, % at 20 µM; hits with a dose series show IC50 in µM. Voltage-dependent N-type calcium channel subunit alpha-1B (Homo sapiens). 290,000 tested, 0.19% active. HTRF protein-protein interaction, Mint1-CaV2.2; higher % means a stronger effect; in the data active = inhibition mostly above about 51%, no sharp cut-off; note: some results filed as inactive read as strong as hits
Siah-1 displacement = Siah-1 peptide-binding antagonists, primary screen, biochemical, fluorescence polarization, rhodamine-plectin, uHTS (AID 1817); E3 ubiquitin-protein ligase SIAH1 (Homo sapiens); Siah-1 / rhodamine-plectin peptide fluorescence polarization; higher % means a stronger effect; displacement, % at 20 µM; hits with a dose series show IC50 in µM; 290,000 tested, 0.02% active;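 active = displacement of at least 50% at 20 µM, with a fluorescence ratio check between 0.3 and a set limit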;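 note: plate controls were Siah plus tracer with DMSO for no effect and tracer alone without Siah for full effect; strong numbers were not always called active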
HIV peptide binding = inhibitors of HIV fusion peptide binding, primary screen, biochemical, uHTS, fluorescence dequenching (AID 1986). cell-free peptide binding, fluorescence dequenching, 30 min; higher % means a stronger effect. 290,000 tested, 0.3% active. inhibition, % at 20 µM, or IC50 in µM where a hit was titrated; in the data active = inhibition mostly above about 52%, no sharp cut-off; inactive = mostly below about 76%; note: some results filed as inactive read as strong as hits
KOR beta-arrestin-2 = KOR antagonists, beta-arrestin recruitment, cell-based, luminescence, uHTS (AID 1778); Kappa-type opioid receptor (Homo sapiens); 290,000 tested, 0.091% active; KOR beta-arrestin recruitment, luminescence, antagonist mode; higher % means a stronger effect; inhibition, % at 10 µM, or IC50 in µM where a hit was titrated; in the data active = inhibition above about 50%; note: strong numbers were not always called active
GPR55 beta-arrestin = GPR55 agonists via beta-arrestin recruitment, primary screen, imaging, U2OS cells, beta-arrestin-GFP redistribution (AID 1961) | activation, % at 10 µM, or EC50 in µM where a hit was titrated | U2OS GPR55 beta-arrestin-GFP redistribution imaging; higher % means a stronger effect | 290,000 tested, 0.048% active | G-protein coupled receptor 55 (Homo sapiens);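 active = activation above 40% with more than 50 cells counted in the well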;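 note: U2OS osteosarcoma cells stably expressing GPR55 and beta-arrestin-GFP; plate controls were DMSO negative control for no effect and LPI positive control for full effect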
GPR55 LPI antagonism = GPR55 antagonists blocking LPI-driven arrestin recruitment, primary screen, imaging, U2OS, beta-arrestin-GFP, LPI agonist (AID 2013); G-protein coupled receptor 55 (Homo sapiens); U2OS GPR55 beta-arrestin-GFP translocation imaging, LPI antagonism; higher % means a stronger effect; inhibition, % at 10 µM, or IC50 in µM where a hit was titrated; 290,000 tested, 0.13% active;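 active = spots per cell inhibited over 60%, with over 100 cells counted and total cytoplasm intensity under 500,000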;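 note: U2OS cells stably carrying GPR55 and arrestin-GFP stimulated by 5 µM LPI near EC80; imaged beta-arrestin-GFP aggregate spots per cell after agonist stimulation; plate controls were LPI-stimulated DMSO wells for no effect and DMSO wells without LPI for full effect; some results filed as inactive read as strong as hits; confirmed hits need IC50 under 10 µM and bright autofluorescent wells are also inconclusive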
GPR35 antagonists = GPR35 antagonists blocking zaprinast-driven arrestin recruitment, primary screen, imaging, U2OS, beta-arrestin-GFP, zaprinast agonist (AID 2058); G-protein coupled receptor 35 (Homo sapiens); 290,000 tested, 0.052% active; U2OS GPR35 beta-arrestin-GFP translocation imaging, zaprinast antagonism; higher % means a stronger effect; one-dose inhibition, % at 10 µM; IC50 in µM for titrated hits;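 active = inhibition of at least 50% with at least 30 cells and total cytoplasm GFP at most 10,000,000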
* = called active by the depositor; . = not tested or not shown; [ ] = another dose, or the depositor's remark. Not all compounds are listed; the hit share may differ from the screen's.

canonical_smiles	KOR beta-arrestin-1	NOD1 NF-kB reporter	AID2073	Siah-1 displacement	HIV peptide binding	KOR beta-arrestin-2	GPR55 beta-arrestin	GPR55 LPI antagonism	GPR35 antagonists
Cc1ccc(NC(=O)Nc2cccn(Cc3c(F)cccc3Cl)c2=O)cc1	-3.2%	-12%	12%	4%	-0.8%	-155%[20 µM]	-0.1%	10%	6%
O=C(Cn1c(NCCO)nc2ccccc21)c1ccc(Cl)cc1	48%	-13%	-12%	-3%	-1.1%	14%	-0.1%	0%	-6%
O=C(Nc1cccc(F)c1)c1cc(S(=O)(=O)NCCC2=CCCCC2)ccc1F	14%	32%	5%	0%	-0.3%	-18%	0.2%	-4%	-4%
COC(=O)c1c(-c2snnc2C)n[nH]c1C	6.1%	-9%	-5%	-4%	0.4%	12%	0.1%	7%	-3%
C[C@H](NC(=O)c1nc[nH]c1C(=O)N1CCN(c2ccccc2)CC1)C(=O)OC(C)(C)C	0.9%	-2%	-5%	-1%	-0.9%	0%	-0.1%	-12%	-10%
CCCCOc1ccc(C(=O)C(CN2CCOCC2)c2ccccc2)cc1 (configuration not stated)	-0.2%	-10%	2%	12%	-1.8%	-3%	1.7%	27%	11%
COc1ccc2[nH]c3c(=O)n(Cc4ccc(C(=O)N5CCCC5)cc4)c(=S)[nH]c3c2c1	-3.1%	-17%	15%	31%	-3.0%	26%	-0.5%	-6%	5%
COc1cccc(CNCc2ccccc2Br)c1OC	-0.5%	-32%	10%	1%	-1.1%	26%[20 µM]	-0.2%	14%	11%
COC(=O)c1cccc(Cn2nnc3ccccc3c2=O)c1	-2.6%	-9%	-4%	-2%	0.9%	-21%	-0.1%	15%	-19%
CCOC(=O)/C(=C\Nc1ccc(OC(F)(F)F)cc1)Sc1ncc(C(F)(F)F)cc1Cl	1.7%	-1%	19%	4%	1.7%	-32%	0.3%	8%	-5%
CCOc1ccc(C(=O)NC(=S)Nc2ccccn2)cc1[N+](=O)[O-]	1.2%	-34%	-14%	18%	-0.9%	-4%	0.4%	-9%	1%
CC(C)CCN(C(=S)Nc1cccc(F)c1)C1CCN(C(C)C)CC1	-0.6%	-18%	-26%	10%	-1.4%	13%	-0.3%	10%	-6%
COc1cc(NC(=O)CSc2nnc(C)s2)cc(OC)c1	-1.3%	2%	-2%	-2%	-0.7%	29%	-0.2%	5%	1%
O=C(NCCc1ccc(Cl)cc1)c1ccc2nccnc2c1	-0.5%	-33%	4%	-4%	-1.4%	-6%	-0.2%	21%	14%
Cc1cccc(N=C2NC(=O)CS2)c1C	3.2%	6%	6%	0%	2.0%	8%	-0.2%	2%	-6%
CCn1c(-c2csc3ccccc23)n[nH]c1=S	-1.0%	-26%	-7%	4%	-1.2%	30%	-0.6%	6%	1%
COc1ccc2c3c(cccc13)C(=O)N(O)C2=O	-1.9%	-50%	2%	1%	9.2%	12%	0.2%	12%	.
COc1ccc2c(c1OC)C(=O)OC2n1c(O)c(N=NC(C)=O)c2ccccc21 (configuration not stated)	-0.8%	1%	0%	1%	-2.1%	16%	-0.3%	-6%	1%
Cc1ccc(OCC(=O)Oc2ccc(C)c(C)c2)cc1	-0.8%	-16%	10%	15%	1.8%	4%	-0.2%	-5%	2%
COc1cc(OC)c(NC(=O)CCNS(=O)(=O)c2ccc3c(c2)CC(C)N3C(C)=O)cc1Cl (configuration not stated)	-3.7%	14%	6%	0%	-0.1%	-29%	-0.1%	31%	-6%
COCC(C)NS(=O)(=O)c1ccc(OC)cc1 (configuration not stated)	5.3%	-6%	-4%	1%	2.1%	-5%	-0.2%	12%	8%
CC1CN(c2cc(=O)n(-c3ccc(Cl)cc3)c(=O)[nH]2)CC(C)O1 (configuration not stated)	-2.4%	-13%	-3%	4%	-1.4%	-1%	-0.1%	6%	-23%
CC(Oc1ccccc1)C(=O)Nc1cccc(F)c1 (configuration not stated)	3.4%	-7%	-1%	1%	2.2%	-14%	0.3%	4%	0%
O=C(N/N=C/c1ccc(O)cc1)c1ccncc1	-3.6%	7%	16%	3%	-2.3%	0%	0.0%	1%	-1%
CCN(c1cccc(C(F)(F)F)c1)S(=O)(=O)c1ccc2c(c1)CCN2C(=O)C1CC1	1.4%	30%	19%	0%	0.2%	-31%	0.1%	-6%	-6%
COc1ccc(N/N=C(/C#N)S(=O)(=O)c2nsc(C)c2C#N)cc1	1.6%	7%	-10%	-9%	4.1%	-4%	-0.1%	-2%	-4%
CCC(C(=O)NC(C)CCc1ccco1)n1nc(C)n2c(cc3occc32)c1=O (configuration not stated)	-9.1%	-9%	4%	1%	14%	-4%	0.2%	4%	-9%
O=C(O)CCN1C(=O)c2ccccc2C1=O	-0.6%	-17%	-4%	11%	4.2%	-16%	-0.1%	8%	-1%
COc1ccc(CSc2nnc(N)s2)cc1F	-1.9%	-18%	6%	0%	17%	-21%	-0.2%	-1%	-1%
COc1ccc(/C=N/NC(=O)CNc2n[nH]c(=O)[nH]c2=O)cc1OC	-1.2%	-9%	7%	3%	1.8%	1%	1.3%	4%	-22%
COCC(=O)NC1CCN(CC(=O)Nc2ccccc2[N+](=O)[O-])CC1	-6.5%	14%	-8%	-6%	-1.5%	-9%[20 µM]	-0.1%	16%	-10%
COC(=O)c1ccc(CSCc2ccc(C#N)cc2)cc1	4.0%	-2%	-6%	2%	-2.8%	-1%	-0.2%	10%	12%
O=C(Nc1ccccc1)c1ccc(=O)n(Cc2cccc(Cl)c2)c1	-7.3%	-5%	-7%	2%	0.1%	3%[20 µM]	-0.1%	-1%	-4%
CCn1c(-c2ccccc2)c(C(=O)O)c2ccccc21	5.9%	-2%	1%	-2%	-0.6%	-43%	0.0%	11%	6%
O=C(CSc1n[nH]c(=O)n1-c1ccccc1)N1CCOCC1	4.8%	-20%	8%	0%	-0.1%	5%	-0.1%	-5%	2%
O=S(=O)(NCCCc1ccccc1)c1ccc(Cl)cc1	-2.6%	-16%	1%	-1%	-0.6%	-23%	0.7%	8%	-9%
Cc1nccn1CC(O)COc1ccccc1 (configuration not stated)	-7.7%	0%	6%	-4%	2.5%	14%	0.2%	4%	9%
COc1cccc(NC(=O)CSc2nccn2-c2cccc(OC)c2)c1	-2.3%	-10%	-3%	-1%	1.2%	-29%	-0.1%	-6%	-3%
CCCCc1cc(=O)oc2c(C)c(OCC(=O)N3CCC(C(=O)O)(c4ccccc4)CC3)ccc12	-4.3%	-25%	0%	-2%	5.5%	-19%[20 µM]	-0.1%	5%	-7%
CC(=O)c1cccc(NC(=O)c2ccc(N(Cc3ccc(C)cc3)S(C)(=O)=O)cc2)c1	.	9%	-5%	-1%	-3.1%	-35%	0.0%	-8%	-21%
CCOC(=O)C1=C(C)NC(=O)NC1c1c(OCC(=O)N2CCCCC2)ccc2ccccc12 (configuration not stated)	-5.1%	-30%	-4%	2%	1.1%	21%	-0.2%	-19%	20%
CC1CCCC(C)N1CC(O)COCC1COc2ccccc2O1 (configuration not stated)	-3.0%	-5%	3%	-4%	1.3%	1%	-0.1%	17%	5%
CCOc1ccc(C(=O)NC(=S)Nc2ccc(NC(=O)c3ccco3)cc2)cc1[N+](=O)[O-]	-0.5%	-9%	33%	14%	1.6%	-12%	0.1%	-12%	-8%
Cc1cccc(NS(=O)(=O)c2cc(C(=O)NCCC3=CCCCC3)ccc2Cl)c1	5.0%	.	18%	3%	1.7%	27%	-0.1%	4%	-17%
O=c1cc(N2CCCCC2)c(-c2ccccc2)nn1Cc1ccc(Cl)cc1Cl	5.7%	17%	-2%	-1%	-0.2%	-24%	0.0%	-1%	14%
COc1ccc(CC(=O)N2CCc3cc(OC)c(OC)cc3C2O)cc1OC (configuration not stated)	2.5%	-1%	42%	2%	-0.5%	22%	-0.1%	5%	3%
CC(C)N1C(=O)NC2(c3ccccc3)N(C)C(=O)N(C)C12c1ccccc1 (configuration not stated)	-0.4%	-7%	-4%	6%	4.3%	0%	0.5%	17%	3%
O=[N+]([O-])c1cc(S(=O)(=O)O)cc([N+](=O)[O-])c1NN(c1ccccc1)c1ccccc1	-3.9%	-5%	-7%	4%	14%	-8%	0.6%	0%	-5%
COc1ccccc1OCCn1c(SCC(=O)O)nc2ccccc21	-1.3%	-10%	4%	5%	5.6%	-42%[20 µM]	0.3%	13%	-9%
Cn1c(=O)c2c(SCC(N)=O)nc(CC(C)(C)C)nc2n(C)c1=O	-0.9%	-7%	3%	9%	-2.4%	4%	-0.2%	5%	6%
COc1ccc(S(=O)(=O)N2CCCC2C(=O)NCc2ccccc2Cl)cc1 (configuration not stated)	.	-16%	-3%	1%	-0.5%	-5%[20 µM]	-0.1%	4%	4%
CC(C)(C)c1cc(CN2CCC(O)CC2)cc(C(C)(C)C)c1O	-3.5%	37%	-4%	-3%	-1.4%	-8%	-0.2%	-6%	3%
CCCCCCC1CCC(C(=O)NC(CCSC)C(=O)NC(C(=O)OC)C(C)C)CC1 (configuration not stated)	12%	6%	3%	-6%	26%	-2%	-0.1%	-8%	-7%
COc1ccc(CN(C(=O)c2oc3ccccc3c2C)C2CCS(=O)(=O)C2)cc1 (configuration not stated)	-5.3%	-13%	0%	25%	-1.2%	41%	0.0%	8%	-13%
CCCCCCCC(=O)Oc1ccc(C(=O)Nc2cc(C)on2)cc1	0.2%	-18%	13%	2%	1.3%	0%	-0.1%	14%	-4%
CCN(CC(=O)N1CCCCCC1)S(=O)(=O)c1ccc(Cl)cc1	5.2%	0%	27%	1%	2.3%	29%	0.2%	-16%	18%
COc1ccc(NC(=S)N2N=CCC2c2ccccc2)cc1 (configuration not stated)	-5.2%	-53%	-10%	2%	2.7%	-7%	1.2%	9%	-15%

Screening data from PubChem BioAssay.
